GLP-1R agonist: GLP-1 receptor (human) agonism; Potency, µM (doses to about 45.6 µM), for inactives: top-dose activation, actives largely listed as activators; P43220; HEK293 GLP-1R CRE-luciferase, luminescence, 4-6 h; cells express a hypersensitive GLP-1R form; 0.007% of 380,000 active; further: potency means the concentration at half of the fitted maximal effect; % of control where 0% means no effect
Akt phos inh: Akt phosphorylation inhibition; activity change, % for hits at 50 µM; 0.32% of 360,000 active; AID 651550; Neuro2A IGF-stimulated pAkt S473 HTRF, 20 min; hits give low values; in the data active means activity change below about -80%; inconclusive means mostly about -51% to -80%; further: on the % scale 0 is the no-effect control and ±100 the full control effect
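Neuro2A cells in DMEM with 0.5% FBS, overnight at 37 deg C, given compound at single 50 µM final, then IGF (6 nM final) for 20 min at 37 deg C. Lysed; phospho-Akt Ser473 by HTRF after 24 h, 665/615 ratio.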
GLP1R inv ag: GLP-1 receptor (human) inverse agonism | P43220 | 1.6% of 410,000 active | Potency, µM (series often up to 38.3 µM), for the others: at the highest dose activity change, negative = inhibition, usual class: inhibitors | HEK293 GLP-1R CRE-luciferase, luminescence, 24 h; GLP-1R form is constitutively active | AID 624417; further: potency means the concentration at half of the fitted maximal effect; on the % scale 0 is the no-effect control and ±100 the full control effect; nearly all actives have a fitted effect of over 55% in size
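Luminescence readout: a drop in cAMP-driven luciferase signal flags inverse agonism at a constitutively active GLP-1R stably expressed in HEK293. Compound exposure lasted 24 hr at 37 deg C, 5% CO2.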
aSyn yeast inh: inhibitors of alpha-synuclein toxicity in yeast; Yeast expressing alpha-synuclein, growth rescue, BacTiter-Glo, 24 h; 0.14% of 370,000 active; Potency, µM (series often up to 46.1 µM), without a hit: at the highest dose growth rescue (activation), actives largely listed as activators; further: potency means the concentration at half of the fitted maximal effect; % of control where 0% means no effect; nearly all actives have a fitted effect of over 65% in size
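Galactose-induced alpha-syn yeast (OD600=0.02, raffinose-pregrown) + pinned cpd, 24 hr, 30 deg C; growth by BacTiter-Glo luminescence. Growth restoration scores as activation.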
Abeta rescue: compounds reversing amyloid beta toxicity in yeast; yeast expressing A-beta42, growth rescue, OD600, 48 h; response scale: 0% DMSO, 100% iron-clioquinol control; AID 1347071; Potency, µM (top dose mostly 46.1 µM), inactives show top-dose growth rescue, hits mostly activators; 0.063% of 410,000 active; further: potency means the concentration at half of the fitted maximal effect; nearly all actives have a fitted effect of over 55% in size
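Yeast A-beta toxicity model in growth medium with pinned compounds, 48 h at 30 C; growth read as absorbance at 600 nm. Normalized to FeCl3/clioquinol equimolar mix (positive) and DMSO (negative).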
PTHR1 ag: PTHR1 (human) receptor agonism; Q03431; 0.075% of 410,000 active; Potency, µM (titrated, usually from 115 µM), for inactives: top-dose activation, hits mostly activators; HEK293 GP2 PTHR1 cells, GloSensor cAMP luminescence, 1 h; further: potency means the concentration at half of the fitted maximal effect; nearly all actives have a fitted effect of over 55% in size; some results filed as inactive show a strong effect at the top dose; inactives centre near -15; many of its hits are not listed in these tables
Target sequence (Q03431 whole entry, looked up): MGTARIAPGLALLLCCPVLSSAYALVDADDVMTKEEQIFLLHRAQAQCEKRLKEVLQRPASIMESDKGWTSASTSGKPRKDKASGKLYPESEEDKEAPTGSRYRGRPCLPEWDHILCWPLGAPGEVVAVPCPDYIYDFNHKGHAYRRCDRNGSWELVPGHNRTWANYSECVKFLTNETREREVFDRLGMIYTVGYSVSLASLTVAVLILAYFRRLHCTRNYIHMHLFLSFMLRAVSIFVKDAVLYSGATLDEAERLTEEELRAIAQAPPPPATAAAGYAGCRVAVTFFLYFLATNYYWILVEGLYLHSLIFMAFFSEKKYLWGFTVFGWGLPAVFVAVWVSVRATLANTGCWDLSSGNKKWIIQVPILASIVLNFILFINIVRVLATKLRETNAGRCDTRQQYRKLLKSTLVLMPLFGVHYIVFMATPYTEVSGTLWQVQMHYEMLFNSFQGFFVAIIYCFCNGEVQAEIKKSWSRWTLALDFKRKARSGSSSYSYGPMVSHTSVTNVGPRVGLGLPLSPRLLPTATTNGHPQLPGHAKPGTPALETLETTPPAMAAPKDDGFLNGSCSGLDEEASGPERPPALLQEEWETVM
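HEK-293-derived GP2 cells expressing PTHR1 and a GloSensor cAMP reporter, 3,000/well, plated overnight, given luciferin plus IBMX (each 0.5 mM as added) for 1 h at 37 °C, then compound for 1 h at 37 °C. Luminescence was read after 15 min at room temperature.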
FUS yeast rescue: FUS proteinopathy suppression in yeast. S. cerevisiae FUS-expressing, growth rescue, OD600, 24 h. Potency, µM (series often up to 76.6 µM), for the others: at the top dose growth rescue (activation), most hits filed as activators. 0.24% of 390,000 active;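 further: potency means the concentration at half of the fitted maximal effect; plate controls were DMSO vehicle for no effect and reference control for full effect; nearly all actives have a fitted effect of over 55% in size; some results filed as inactive show a strong effect at the top dose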
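Galactose (2%) drives FUS expression in yeast precultured in raffinose; seeding density OD 0.005. Test compounds incubated 24hr at 30C and 99% humidity before absorbance at 600 nm was measured.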
D3 antag: antagonists of human D3 dopamine receptor; P35462; D3R cells, DiscoveRx beta-arrestin luminescence, antagonist mode; hits give low values; max response, negative = inhibition, %; 2.5% of 360,000 active; in the data active means max response below about -50%; inconclusive means no clear call, values can overlap the other calls; further: on the % scale 0 is the no-effect control and ±100 the full control effect; mostly tested at two doses, the higher about 12 µM
Target sequence (P35462 whole entry, looked up): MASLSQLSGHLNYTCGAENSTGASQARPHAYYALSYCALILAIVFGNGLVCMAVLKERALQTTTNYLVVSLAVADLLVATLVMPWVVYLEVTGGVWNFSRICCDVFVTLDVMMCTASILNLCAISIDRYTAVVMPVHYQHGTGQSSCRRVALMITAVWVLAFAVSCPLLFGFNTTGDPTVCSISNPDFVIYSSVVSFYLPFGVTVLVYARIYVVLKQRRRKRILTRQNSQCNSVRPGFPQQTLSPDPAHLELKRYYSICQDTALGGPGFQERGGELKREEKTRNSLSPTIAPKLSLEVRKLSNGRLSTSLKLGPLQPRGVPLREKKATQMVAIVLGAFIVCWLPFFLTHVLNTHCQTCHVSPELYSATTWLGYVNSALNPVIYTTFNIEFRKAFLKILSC
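Cells plated overnight at 1500 cells/well, then exposed to library compounds with dopamine controls for 90 minutes at 37 degrees C. DiscoveRx reagent added for 30–60 minutes at room temperature; luminescence read, quantitative HTS format.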
TDP43 rescue: TDP-43 toxicity inhibition in yeast. TDP-43 expressing yeast growth rescue, BacTiter-Glo, 24 h. 1.8% of 410,000 active. Potency, µM (titrated, usually from 46.1 µM), for inactives: at the top dose growth rescue (activation), hits mostly activators; further: potency means the concentration at half of the fitted maximal effect; % of control where 0% means no effect; nearly all actives have a fitted effect of over 50% in size
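Cell-based yeast growth screen: TDP-43 expression induced in galactose, inoculum OD600=0.02 after raffinose pregrowth to mid-log. Read-out BacTiter-Glo luminescence at 24 hr, 30 deg C; inhibition of toxicity seen as signal increase.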
The depositor's hits bear a star; i = inactive; ? = inconclusive; nt = no result given; [ ] = another dose, or the depositor's remark. Unless noted, the call rests on the fitted dose curve; in most records, active means well fitted curve in the direction sought with a large enough effect; inconclusive means small, poorly fitted or top-dose-only effect, or another doubt; inactive means no such curve, though single readings can be large; an effect the other way counts as inactive or inconclusive. A portion of the library, so the mix of outcomes need not match the whole.

SMILES	GLP-1R agonist	Akt phos inh	GLP1R inv ag	aSyn yeast inh	Abeta rescue	PTHR1 ag	FUS yeast rescue	D3 antag	TDP43 rescue
CCCCN(C(=O)c1cccc(S(=O)(=O)N2CC(C)OC(C)C2)c1)c1c(N)n(CCCC)c(=O)[nH]c1=O (stereo unspecified)	-22%	i	14%	-3%	0%	i	7%	9	-5%
CCN(CC)S(=O)(=O)c1cccc(C(=O)N/N=C(\C)c2cccs2)c1	14%	i	-31%	-1%	-6%	-40%[inhibitor]	24%	-19	nt
O=C(Nc1ccc2oc(Cc3ccc(Cl)cc3)nc2c1)c1cccnc1	5%	i	?	4%	0%	-17%[57.5 µM]	15%	11	-7%
COc1ccc(/C(C)=N\NC(=O)CNC(=O)C(c2ccccc2)c2ccccc2)cc1OC	9%	i	22%	0%	0%	i	6%	13	17%
Cc1ccc(CNC(=O)CN(c2cccc([N+](=O)[O-])c2)S(=O)(=O)c2ccccc2)cc1	0%	i	?	4%	7%	-42%[inhibitor]	nt	12	17%
O=C(O)CC(NCc1ccco1)C(=O)OCC1CCCO1 (stereo unspecified)	-11%	i	4%	2%	8%	-23%[57.5 µM]	13%	14	12%
COc1cc(C(=O)NCC(=O)N/N=C\C(C)=C/c2ccccc2)cc(OC)c1OC	14%	i	?	6%	13%	-56%[inhibitor]	-9%	-1	-3%
Cc1cc(C)cc(-n2c(N)c(C(=O)Nc3c(C)n(C)n(-c4ccccc4)c3=O)c3nc4ccccc4nc32)c1	-5%	i	1%	-4%	-22%	i	17%	7	13%
CCSC1=NCCN1S(=O)(=O)c1ccc(F)cc1	?	i	5%	3%	5%	i	11%	2	-11%[9.22 µM]
COC1=CC(=Cc2c(N)n3nc(CC(=O)N4CCCCC4)sc3nc2=O)C=C(OC)C1=O	-5%	i	5%	0%	8%	i	?	-4	2%
O=[N+]([O-])c1ccc(OC(F)F)c(/C=N/n2cnnc2)c1	9%	i	12%	-4%	-10%	i	-3%	7	-18%
COc1cc(C)ccc1OCc1cc(C(=O)N2CCCCCC2)no1	-4%	i	?	14%	-21%	-15%	21%	22	0%
CCOC(=O)N1CCN(C(=O)CS(=O)(=O)Cc2nc(-c3ccccc3F)oc2C)CC1	2%	i	8%	2%	-17%	i	-2%	-3	-32%[inhibitor]
CC(NC(=O)c1cc(-c2ccc(Br)cc2)on1)c1ccccc1 (stereo unspecified)	-6%	i	0%	1%	12%	i	2%	24	-9%
Cc1ccccc1-c1csc(C(O)c2cccnc2)n1 (stereo unspecified)	-3%	i	12%	-8%	-5%	i	-18%	18	10%
O=C(CN1C(=O)c2cccc3cccc1c23)NCc1ccncc1	-3%	i	21%	-14%	1%	i	29%	9	13%
COc1ccccc1NC(=S)N1CCN(c2ncccn2)CC1	2%	i	0%	0%	2%	i	18%	-1	21%
O=C(N/N=C/c1cccnc1)c1ccc2ccccc2c1O	0%	i	7%	1%	-1%	-11%	-13%	2	-7%
CCN(CC)CCNC(=O)c1c(C)oc2cc(Br)c(OC)cc12	-7%	i	0%	5%	-2%	i	-15%	-25	23%
COC(=O)CSc1cnc2ccccc2n1	7%	i	1%	-10%	-9%	i	10%	14	0%
C=CCn1c(SCc2csc(C)n2)nc2sc3c(c2c1=O)CCCCC3	?	i	-29%	10%	-13%	-80%[inhibitor]	28%	-22	9%
O=C(Cn1cc2c(n1)CCCCC2)NCc1ccccc1	-3%	i	?	1%	-12%	-11%	-13%	0	-12%
c1ccc(-c2c[nH]c(-c3ccccc3)c2)cc1	-12%	i	?	-15%	9%	i	nt	11	?
Cc1ccc(S(=O)(=O)CCC(=O)OCC(=O)NC(N)=O)cc1	1%	i	11%	0%	7%	i	-16%	-1	-8%
CC(C(=O)Nc1nc2ccccc2[nH]1)N1C(=O)C2CC=CCC2C1=O (stereo unspecified)	0%	i	-4%	20%	7%	i	-9%	-22	6%
CCCOc1ccc(CNC(=O)CCC(=O)n2ncc3cc(C)ccc32)cc1	-3%	i	-10%	3%	2%	i	-16%	?	-1%
O=C(CN(C(=O)c1csnn1)c1ccc(F)cc1)NCc1ccc2c(c1)OCO2	-1%	i	-6%	-2%	-17%	0%	3%	-2	12%
Cc1cccc(C)c1N1C(=O)c2ccccc2NC(=O)C1C(=O)NCCc1ccccc1 (stereo unspecified)	nt	i	-3%	?	-8%	-5%	4%	-4	2%
COC(=O)[C@@]12CCCN1[C@H](c1ccc(-c3ccc(OC)cc3)c(OC)c1)[C@H]1C(=O)N(C)C(=O)[C@H]12	8%	i	9%	-7%	-14%	i	33%	27	-16%
Cc1ccc([N+](=O)[O-])cc1NC(=O)CSc1n[nH]c(-c2cccnc2)n1	6%	i	21%	0%	-5%	-21%	29%	-16	-17%
Cc1ccc(S(=O)(=O)N2CCC[C@H]2C(=O)NCc2ccccc2Cl)cc1	0%	i	-9%	-4%	-6%	-10%	nt	-4	11%
OCC1OC(c2ccc(O)cc2O)C(O)C1O (stereo unspecified)	-1%	i	16%	-8%	-14%	i	-4%	-6	4%
COc1ccc(NC(=O)c2cc(C3CCCCN3S(=O)(=O)c3ccc(F)cc3F)on2)c(C)c1 (stereo unspecified)	3%	i	?	0%	-5%	-34%[inhibitor]	42%	7	22%
O=c1c2cc(NC(=S)NC3CC3)ccc2nc2n1CCCCC2	29%	i	17%	0%	-10%	-16%	13%	-25	19%[9.22 µM]
CCOc1ccccc1OC(=O)c1ccco1	2%	i	-7%	1%	4%	i	41%	-7	6%
CCCOc1cccc(C(=O)Nc2cc(-c3ccccc3)no2)c1	nt	nt	-26%	nt	1%	-51%[inhibitor]	-11%	nt	8%
CCOC(=O)c1ccc(NS(=O)(=O)c2cc(-c3nnnn3C(C)C)ccc2OC)cc1	3%	i	10%	-5%	-7%	i	16%	-4	-24%
COc1cc(C(=O)NCc2nnc(SCC(=O)Nc3ccc4c(c3)OCO4)o2)cc(OC)c1OC	6%	i	12%	-4%	-10%	-4%	10%	3	9%
CCC(C)NC(=O)C1(O)c2cc(Br)ccc2NC(=O)N1c1cccc(OC)c1 (stereo unspecified)	5%	i	-11%	-4%	1%	i	-3%	-4	0%
CCNC(=S)Nc1ccc(C)c(Cl)c1	15%	i	-15%	5%	?	-10%	-11%	12	-12%[0.397 µM]
Cc1ccc(S(=O)(=O)N2CCN(C(=O)COC(=O)COc3ccc(Cl)cc3C)CC2)c(C)c1	-16%	i	-14%	0%	1%	7%	nt	-1	13%
COc1cccc(NC(=S)N2CCc3cc(OC)c(OC)cc3C2)c1	18%	i	-3%	5%	-4%	-4%	-3%	-23	6%
O=C(Cn1c(=O)oc2ccccc21)NCCc1ccccc1	3%	i	-3%	4%	26%	-32%	16%	13	23%
CCCCn1c(N)c(-c2nc3ccccc3s2)c2c([N+](=O)[O-])nn(CC)c(=O)c21	-12%	nt	3%	2%	-3%	-4%[57.5 µM]	10%	-4	-11%
CN1CCN(C(=O)c2ccc(N(C)S(=O)(=O)c3cccs3)cc2)CC1	8%	i	-26%	-5%	7%	i	14%	-21	0%[9.22 µM]
Cc1cc(NC(=O)CCC(=O)N(CC(=O)NC2CCCC2)Cc2ccc3c(c2)OCO3)no1	7%	i	3%	0%	7%	i	-4%	2	3%
Cn1ccc2c(-c3ccc(C(F)(F)F)cc3)cc3c(c21)C1CCC3O1 (stereo unspecified)	1%	i	?	-24%	?	-14%	4%	32	8.9µM*
O=c1oc2ccccc2c(Nc2cccc(O)c2)c1[N+](=O)[O-]	5%	i	15%	4%	11%	-35%[inhibitor]	-13%	-81*	7%
O=C(Cc1cccc(F)c1)N1CCOCC1	9%	i	-15%	9%	5%	i	-11%	19	-4%
COc1ccc(N(C(=O)c2ccccc2)S(=O)(=O)c2cccs2)cc1	8%	i	?	10%	-9%	i	29%	-14	3%
COc1ccccc1CCC(=O)Nc1ccc2c(c1)CN(Cc1ccc(C)o1)CC2	3%	i	-12%	0%	0%	-43%[inhibitor]	31%	-5	-14%
COc1ccc(/C(N)=N/OC(=O)c2ccc(C)c([N+](=O)[O-])c2)cc1	-16%	nt	42%	-7%	11%	i	-29%	39	5%
O=C(NCC(=O)N(c1ccccc1)C(C(=O)NC1CCCCC1)c1ccncc1)c1ccco1 (stereo unspecified)	-7%	i	-15%	6%	12%	i	13%	33	6%
CCN(CC)C(=O)CSc1nc2c(sc(=S)n2Cc2ccco2)c(=O)n1-c1ccccc1	-7%	i	-59%	6%	10%	i	?	-2	17%
Cc1ccc(C(=O)N2CCN3C(=O)c4ccccc4C23c2ccccc2)cc1 (stereo unspecified)	4%	i	9%[7.66 µM]	5%	-9%	-2%	7%	-8	2%[9.22 µM]
COc1cccc(C(=O)Nc2cccc(-c3nc4ncccn4c3C)c2)c1	nt	nt	6%	nt	-8%	18%	5%	nt	-9%
CC(C)OCCCNC(=O)C1CC(=O)N(CCc2ccccc2)C1 (stereo unspecified)	1%	i	3%	11%	7%	i	-1%	14	-19%

Quoted at random: 3 compounds from above
SMILES	GLP-1R agonist	Akt phos inh	GLP1R inv ag	aSyn yeast inh	Abeta rescue	PTHR1 ag	FUS yeast rescue	D3 antag	TDP43 rescue
CC(C)OCCCNC(=O)C1CC(=O)N(CCc2ccccc2)C1 (stereo unspecified)	1%	i	3%	11%	7%	i	-1%	14	-19%
COc1ccc(N(C(=O)c2ccccc2)S(=O)(=O)c2cccs2)cc1	8%	i	?	10%	-9%	i	29%	-14	3%
COc1ccccc1CCC(=O)Nc1ccc2c(c1)CN(Cc1ccc(C)o1)CC2	3%	i	-12%	0%	0%	-43%[inhibitor]	31%	-5	-14%

Screens from PubChem BioAssay.
